# High-throughput results (PubChem BioAssay)
# RAD54 inh – blocks human RAD54 Holliday junction branch migration. Q92698. FAM/BHQ fluorescence. inhibition, % at 10.4 µM. hit rate 0.14% among 360,000. AID 602329;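 active = mean normalized replicate activity at least 40 and at least half of replicates scoring 40 or more; inconclusive = only one of the two criteria met; inactive = mean below 40 and under half of replicates reaching 40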;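 note: 0% = median of neutral control wells and 100% = median of positive control wells; inhibitors cause a drop in the FAM fluorescence signal; in these data hits start at about 50%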
# DENV2 CPE – protects cells from dengue virus 2 cytopathic effect. hit rate 1.7% among 350,000. DENV2-infected cells, cytopathic effect rescue, plate reader. CPE inhibition, % at 9.99 µM. AID 651640; in the data active = CPE inhibition above about 20%, passing the limit was not always enough; inconclusive = no clear call, values can overlap the other calls; tested in BHK-21 cells;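 note: 0% = median of neutral control wells and 100% = median of positive control wells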
# CFTR F508del cor – CFTR F508del correction in bronchial cells | CFBE cells, YFP halide quenching; stimulated with forskolin plus potentiator P3; % fluorescence drop versus neutral controls | activity (quench increase), % at 7.58 µM | hit rate 0.36% among 350,000;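 active = mean added fluorescence quench of at least 8% versus neutral control, with both replicates also reaching 8%; inconclusive = only one of the mean or replicate conditions met; inactive = mean below 8% and not both replicates reaching 8%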;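 note: cells transiently co-express mutant CFTR-F508del with the halide-sensitive YFP; corrector assay measuring rescue of mutant channel to the surface after 24 h compound exposure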
# GSIS activator – GLuc luminescence reporter in INS-1E cells, primary screen for activators of glucose-dependent secretion of insulin | INS-1E GLuc reporter insulin secretion, 2-3 h | activation, % at 16.6 µM | hit rate 0.61% among 370,000;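 active = lowest replicate activation of at least 40%, so every replicate reaches that level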;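 note: 0% = median of neutral control wells and 100% = median of IBMX positive control wells; some compounds called inactive have numbers as strong as hits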
# RAD52 inh – RAD52 (human) annealing inhibition; P43351; recombinant RAD52 DNA annealing, FRET fluorescence; inhibition, % at 18.7 µM; hit rate 0.46% among 360,000; AID 651710;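 active = every replicate showing at least 50% inhibition; inconclusive = mean inhibition at least 50% but not in every replicate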
# Target sequence (P43351 whole entry, looked up): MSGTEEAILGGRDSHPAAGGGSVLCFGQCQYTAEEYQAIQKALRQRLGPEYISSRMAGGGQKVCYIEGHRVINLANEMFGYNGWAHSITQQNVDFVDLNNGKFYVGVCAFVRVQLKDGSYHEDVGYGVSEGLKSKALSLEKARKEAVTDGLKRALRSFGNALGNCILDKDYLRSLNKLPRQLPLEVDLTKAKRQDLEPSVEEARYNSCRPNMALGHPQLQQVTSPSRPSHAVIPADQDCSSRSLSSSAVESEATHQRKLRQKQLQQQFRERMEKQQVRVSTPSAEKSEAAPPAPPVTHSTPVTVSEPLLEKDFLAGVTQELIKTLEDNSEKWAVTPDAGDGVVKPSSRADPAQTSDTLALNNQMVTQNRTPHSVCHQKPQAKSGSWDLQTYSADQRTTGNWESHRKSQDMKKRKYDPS
# Xi reactivation – reactivates the inactive X chromosome in mouse fibroblasts. XiGFP mouse fibroblasts, % GFP-positive cells imaging, 3 d; cells co-treated with 5-aza-dC sensitizer; scaled so ellipticine positive control = 100%. activation, % at 7.58 µM. hit rate 0.055% among 360,000. AID 743238;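 active = mean normalized replicate activation at least 10% and every replicate at or above 10%; inconclusive = only one of the two criteria met; inactive = mean below 10% and not all replicates reach 10%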;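 note: 0% = median of on-plate neutral control wells and 100% = ellipticine 6 µM median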
#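 Material: XiGFP fibroblasts, SV40-immortalized; Buffer or medium: DMEM containing 5-aza-dC; Compound dosing: single point; Times: 3 days compound exposure.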
# E-sel inducer – E-selectin induction on HUVECs; P16581; HUVEC E-selectin immunofluorescence imaging; normalized: neutral wells 0, TNF-alpha wells 100; activation, % at 7.58 µM; hit rate 0.37% among 260,000;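 active = mean E-selectin-positive cell signal at least 10% of the positive control, reached in at least 60% of replicates, without over 20% cell loss; inconclusive = no rule given, readout overlaps actives, possibly toxicity-flagged; inactive = the rest, including those meeting only one limit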;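 note: in these data hits start at about 27%; measured in HUVEC primary endothelial cells; signal is the percent of cells scored E-selectin positive by PE staining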
# Target sequence (P16581 whole entry, looked up): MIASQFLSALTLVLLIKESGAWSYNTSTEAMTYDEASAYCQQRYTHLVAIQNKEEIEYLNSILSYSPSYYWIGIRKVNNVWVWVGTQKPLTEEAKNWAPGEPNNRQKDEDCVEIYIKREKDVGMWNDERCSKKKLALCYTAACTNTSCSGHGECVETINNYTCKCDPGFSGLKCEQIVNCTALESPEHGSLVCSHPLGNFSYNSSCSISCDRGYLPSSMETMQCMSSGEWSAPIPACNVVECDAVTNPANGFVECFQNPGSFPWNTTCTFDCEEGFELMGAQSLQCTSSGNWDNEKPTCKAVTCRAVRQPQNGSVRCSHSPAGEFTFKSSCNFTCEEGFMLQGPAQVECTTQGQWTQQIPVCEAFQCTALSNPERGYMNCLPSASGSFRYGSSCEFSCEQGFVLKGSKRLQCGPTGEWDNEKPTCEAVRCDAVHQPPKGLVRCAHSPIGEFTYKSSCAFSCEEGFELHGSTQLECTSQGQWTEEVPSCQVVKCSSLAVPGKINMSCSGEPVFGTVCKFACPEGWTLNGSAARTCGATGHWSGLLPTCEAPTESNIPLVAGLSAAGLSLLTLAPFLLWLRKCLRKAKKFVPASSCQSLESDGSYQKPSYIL
#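 System: HUVEC / Compound: single concentration / Signal: immunofluorescence imaging / Read-out: percent E-selectin-positive cells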
# Casp6 inh – caspase-6 (human) enzyme inhibition. inhibition, % at 12.5 µM. hit rate 0.53% among 350,000. purified caspase-6, Z-VEID-R110 cleavage fluorescence. AID 686996;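 active = mean inhibition across replicates at least about 35%, with every replicate also reaching that limit, limit read from the data; inconclusive = only one of the two criteria met; inactive = neither criterion met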;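 note: 0% = median of neutral control wells and 100% = no fluorescence left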
# An asterisk follows results filed as active; ? = inconclusive; / = not tested or not shown; & = joins results of further samples.
Structure	DENV2 CPE	RAD54 inh	Xi reactivation	GSIS activator	CFTR F508del cor	E-sel inducer	Casp6 inh	RAD52 inh
O=C1Nc2cc(C(=O)NCCCN3CCCC3)ccc2S/C1=C/c1ccccc1F	-3	10	0.0	-14	0.5	2.5	-40	26
CC(C)NCC#CCOc1ccc(Cl)cc1	/	/	0.3	1	-0.8	0.8	-11	-11
Cn1cc(S(=O)(=O)NC[C@H]2O[C@@H](n3ccc(=O)[nH]c3=O)[C@H](O)[C@@H]2O)cn1	?	2	0.3	14	4.3	-0.4	0	-8
CC(C)(C)NS(=O)(=O)c1ccc(/C=C/C(=O)O)cc1	-7	-2	0.2	/	-1.5	1.7	-3	-15
C[C@@H]1CN([C@H](C)CO)C(=O)Cc2cc(N(C)C)ccc2O[C@H]1CN(C)S(=O)(=O)c1ccccc1	6	0	-0.8	2	0.3	/	-1	-1
O=C(c1nc(SCc2ccc([N+](=O)[O-])cc2)n2ccccc12)C(F)(F)F	0	/	?	-4	-2.3	3.3	0	-9
CCOc1cc(C=O)cc(Br)c1OCC(N)=O	3	/	0.2	-1	-1.0	3.2	0	-8
O=C(C[C@@H]1CC[C@H]2[C@@H](COC[C@H](O)CN2C(=O)Nc2ccc(C(F)(F)F)cc2)O1)NCC1CC1	-9	5	0.2	-24	1.1	0.2	-1	3
CCn1cc([N+](=O)[O-])c(C(=O)Nc2ccn(Cc3ccccc3)n2)n1	?	-2	-0.1	7	/	0.9	-3	-3
O=C(O)c1ccccc1-c1cn2cc(Cl)ccc2n1	0	/	0.0	3	0.0	/	3	-22
OC[C@@H]1[C@H](c2ccc(C3=CCCCC3)cc2)[C@@H](CNC2CCCC2)N1CC1CC1	-16	/	0.0	-26	4.6	0.5	0	-5
COc1ccccc1NC(=O)N1[C@H](C#N)[C@H](c2ccccc2)[C@H]1CO	4	10	-0.1	1	-1.7	-0.3	0	0
CC(C)CNC(=O)C1(C)CCCN1C(=O)CSc1ccccc1 (centres undefined)	4	13	0.1	-2	1.3	0.0	-1	-2
COc1cc(C2C(C#N)=C(N)Oc3n[nH]c(-c4cccs4)c32)cc(OC)c1O (centres undefined)	-4	0	-0.1	-15	-1.4	0.3	8	-95
O=C1c2ccccc2C2(c3ccccc3)N1CCN2C(=O)C(Cl)(Cl)Cl (centres undefined)	6	16	0.4	-57	-2.0	/	-1	-15
CCCC(=O)Nc1cc(S(=O)(=O)N2CCOCC2)ccc1N1CCCCC1	-3	/	-0.1	/	-1.2	-2.6	3	-14
CO[C@@H]1CN(C)C(=O)c2ccc(NC(=O)NC(C)C)cc2OC[C@H](C)N(C(=O)CC2CC2)C[C@H]1C	32*	2	0.1	13	-1.4	-0.1	-1	-4
C#CCOc1ccc(Cl)cc1/C=C1/C(=O)ON=C1C	-6	-11	0.0	-14	5.3	0.3	7	-31
CCOc1ccc2nc(SCC(=O)N(CCOC)c3c(N)n(Cc4ccccc4)c(=O)[nH]c3=O)[nH]c2c1	20	/	-0.1	-2	-7.6	/	1	-7
O=C(CCCN1C(=O)/C(=C\c2cccs2)SC1=S)Nc1cccnc1	30*	-11	0.1	/	-0.5	/	-1	-46
COc1ccccc1-c1nn(Cc2ccccc2)cc1/C=C/C(=O)O	8	-7	0.3	1	3.6	-0.4	2	-10
CC(C)(CO)NCc1cccs1	-3	/	0.0	1	/	/	2	-13
CN1C(=O)C(=O)/C(=C(/O)c2ccccc2)C1c1ccccc1 (centres undefined)	2	2	0.0	-5	-1.3	/	-2	-11
CN1CCN(C(=O)C[C@H]2CC[C@@H](NS(=O)(=O)c3cccc(F)c3)[C@@H](CO)O2)CC1	-2	1	-0.4	2	-0.9	0.2	/	-22
COC(=O)CSC1=C(C#N)C(c2ccc(C)o2)CC(=O)N1 (centres undefined)	1	-5	0.0	-1	9.7*	/	0	-12
C[C@H](O)C#Cc1ccc2c(c1)O[C@H](CN(C)Cc1ccc(-c3ccccc3)cc1)[C@@H](C)CN([C@@H](C)CO)S2(=O)=O	14	-33	-1.1	-5	-2.8	-0.1	-3	6
Cc1noc(C)c1S(=O)(=O)N(C)C[C@@H]1Oc2ccc(NS(=O)(=O)c3cccs3)cc2C(=O)N([C@@H](C)CO)C[C@@H]1C	2	-1	-0.2	-14	-0.5	0.0	5	-2
COc1ccc(CN(C)C[C@H]2OCCCC[C@@H](C)Oc3ccc(NS(=O)(=O)c4ccc(Cl)cc4)cc3C(=O)N([C@@H](C)CO)C[C@H]2C)cc1	14	-7	0.0	-11	5.4	/	0	55*
COc1ccc2c3c([nH]c2c1)[C@@H](CO)N(C(=O)CC1CC1)CC31CN(C(=O)CC2CC2)C1	-5	/	0.4	5	-2.3	-0.3	/	5
CO[C@@H]1CN(C)C(=O)c2cc(NC(=O)NC(C)C)ccc2OC[C@H](C)N(C(=O)C2CCC2)C[C@H]1C	8	1	0.2	3	1.0	0.1	/	1
CC(=O)c1ccc(NC(=O)c2ccc([N+](=O)[O-])o2)cc1	1	0	0.3	6	5.9	-0.1	0	-8
O=C(C1CCCCC1)N1CC(=O)N2[C@H](C1)[C@@H](c1ccc(-c3ccccc3F)cc1)[C@@H]2CO	-6	/	0.1	-14	1.0	0.4	1	-12
COc1ccc(S(=O)(=O)N2CCCCCC2)cc1NC(=O)Cc1ccccc1	-10	/	-0.2	-1	-0.9	-1.2	-3	8
C[C@@H]1CN([C@H](C)CO)C(=O)c2cc(NC(=O)CCC(F)(F)F)ccc2O[C@H]1CN(C)Cc1ccc(C(=O)O)cc1	-4	-8	-1.5	1	0.7	/	2	0
c1ccc2c(c1)ncn2-c1cncnc1	-6	2	0.5	4	-2.9	-0.1	-1	-2
CNC(=S)Nc1cc(C(=O)N2CCCC2)ccc1N1CCCC1	-4	/	0.3	-8	3.7	/	-17	-9
COc1cc(C(=O)COC(=O)c2c(C)noc2C)cc(OC)c1OC	2	10	0.1	12	-1.5	1.4	-2	-14
Cc1ccc(CNC(=O)CNC(=O)c2c(C)nn(C)c2Cl)cc1	2	/	0.0	-5	-2.9	/	-5	-5
CC(C)NC(=O)N(C)C[C@H]1Oc2ccc(NC(=O)c3ccncc3)cc2C(=O)N([C@H](C)CO)C[C@H]1C	-16	1	0.0	6	-1.7	-0.1	-3	4
O=C(COc1ccc(F)cc1)NCCNC(=O)COc1ccc(F)cc1	2	2	0.4	11	1.8	0.3	33	-9
Cc1ccc(C)c(SCC(=O)NNC(=O)c2ccccc2)c1	-6	14	0.3	-2	-3.3	0.7	0	-14
CC(C)C(NC(=O)c1ccc(F)cc1)C(=O)N1CCN(C(=O)c2ccco2)CC1 (centres undefined)	8	-6	-0.1	6	-3.2	-1.7	-1	-12
COc1cccc(NC(=O)CN(C)C(=O)CC(C)c2ccccc2)c1 (centres undefined)	4	8	0.0	-9	1.5	-0.2	-8	-11
Cc1cc(=O)c(C(=O)Nc2cccc(N3CCCC3=O)c2)nn1-c1ccccc1F	-4	2	-0.1	0	3.8	/	0	-20
Cc1ccc(-c2ccc(C3[C@H]4CNC[C@@H]3N4S(=O)(=O)c3ccccc3F)cc2)cc1 (some centres undefined)	6	/	0.1	-12	-0.7	-0.1	0	32
C[C@@H]1CN([C@@H](C)CO)C(=O)Cc2cc(NC(=O)C3CC3)ccc2O[C@@H]1CN(C)S(=O)(=O)c1cn(C)cn1	-12	-7	0.3	11	-1.3	-0.1	-1	-4
CN(CCc1cnn(C)c1)C(=O)CCc1nnc(CCCc2ccccc2)o1	3	/	0.0	0	5.0	/	0	-8
CCCN(C)C[C@@H]1OCCCC[C@H](C)Oc2ccc(NC(=O)CCC(F)(F)F)cc2C(=O)N([C@@H](C)CO)C[C@@H]1C	-4	6	0.3	4	0.4	-0.2	2	11
COc1ccc(Nc2nc(-c3c(C)nc4ncccn34)cs2)cc1	-3	/	0.3	-25	1.9	/	7	14
CC(=O)N1CCOc2ccc(S(=O)(=O)NCCc3ccc(S(N)(=O)=O)cc3)cc21	-3	4	-0.1	7	1.5	/	-2	-5
Cc1nn(-c2ccc(Cl)cc2Cl)c(=O)c2ccccc12	5	2	/	8	-1.6	/	3	-13
C[C@@H]1CCCCO[C@@H](CN(C)Cc2ccccc2)[C@H](C)CN([C@@H](C)CO)C(=O)c2cc(NC(=O)C3CCCCC3)ccc2O1	16	-4	0.0	-14	-2.3	-0.1	0	-16
N#C[C@H]1[C@H](c2ccccc2C2=CCCCC2)[C@H](CO)N1C(=O)c1ccccn1	10	/	0.1	-7	-1.0	0.0	1	1
Cc1cccc(OCCCC(=O)Nc2nc3ccccc3[nH]2)c1	10	/	0.0	31	-1.8	2.9	-1	-27
Cc1ccc(CS(=O)Cc2ccc(C(=O)NCC(C)c3ccccc3)o2)cc1 (centres undefined)	-3	-7	0.0	-10	2.5	/	2	1
Cc1cc(Cl)c(OCCn2ccnc2)c(Br)c1	-8	-8	-0.1	10	2.2	0.4	2	-4

# More entries follow:
Structure	DENV2 CPE	RAD54 inh	Xi reactivation	GSIS activator	CFTR F508del cor	E-sel inducer	Casp6 inh	RAD52 inh
Cn1c(=O)c2c(SCC(=O)Nc3nccs3)nc(C3CC3)nc2n(C)c1=O	-8	-2	0.0	19	1.2	2.1	2	-14
C[C@@H]1ON(C)[C@H]2C[C@H]3c4[nH]c5c(-c6ccc(Cl)cc6)cccc5c4CCN3C(=O)[C@@H]12	-12	/	0.6	1	1.3	-0.2	5	12
N#C/C(=C\c1ccccc1C(F)(F)F)C(=O)Nc1ccccc1	/	/	0.1	-12	-0.1	0.1	3	-10
C[C@@H]1CN([C@H](C)CO)C(=O)c2cc(NC(=O)Cn3cnnn3)ccc2O[C@@H]1CN(C)Cc1ccc2c(c1)OCO2	14	5	0.1	7	-1.0	-0.8	-4	-15
O=C(/C=C/NCc1cccnc1)c1ccc(Br)cc1	-4	/	-0.1	-9	1.3	-0.1	0	-44
CC(C)(C)NS(=O)(=O)c1ccc(NC(=O)C2CC(=O)N(CCc3ccc(F)cc3)C2)cc1 (centres undefined)	11	16	0.1	-15	1.3	/	8	-28
CCOc1cccc2sc(N(CCN(CC)CC)C(=O)c3ccc(S(=O)(=O)N4CCCC4)cc3)nc12	-7	3	0.3	-15	-0.9	-0.6	-2	-21
O=C(COC(=O)c1ccc2c(c1[N+](=O)[O-])C(=O)c1ccccc1C2=O)NC1CC1	-1	/	0.0	-1	-5.3	/	4	-33
Oc1nc(Nc2ccccc2)sc1/C=C1\C=Nc2ccccc21	0	-15	0.1	-11	1.2	/	-1	-26
Cc1c(N=C/C=C2/N(C)c3ccccc3C2(C)C)c(=O)n(-c2ccccc2)n1C	4	-33	0.4	-10&-8	-0.2	-1.0	5	-276
O=C(C[C@@H]1CC[C@@H]2[C@H](COC[C@@H](O)CN2S(=O)(=O)c2ccccc2)O1)Nc1ccc(-c2ccccc2)cc1	-16	5	0.0	-29	0.4	0.8	-3	12

# Not a hit list. About 3.7% of those tested had a hit in this group.
